BH1578 lux ind: inducers of Vibrio cholerae quorum light production without autoinducers; AID 588436; V. cholerae BH1578 lux reporter, luminescence, 6 h; actives 0.16% (n = 350,000); activation, % at 18.7 µM; in the data active means activation mostly above about 9.7%, no sharp cut-off; inconclusive means no clear call, values can overlap the other calls; inactive means mostly below about 3.7%; further: not every result past the cut was called active; inactives centre near 0; reference of the scale not given here
TcdB GH inh: inhibitors of Clostridioides difficile toxin B glycohydrolase; inhibition, % at 9.99 µM; P18177; TcdB glycohydrolase enzymatic assay, plate reader; actives 0.24% (n = 350,000); in the data active means inhibition above about 10%
PfHsp40 rescue: compounds rescuing yeast from Plasmodium falciparum HSP40 toxicity | S. cerevisiae expressing PfHsp40, growth rescue, ATP luminescence | growth rescue, % at 12.5 µM | actives 0.68% (n = 340,000); in the data active means growth rescue above about 28%, passing the limit was not always enough; inconclusive means no clear call, values can overlap the other calls;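 further: yeast W303a lacking pdr1 and pdr3 grown in galactose medium; growth measured after three days at 30 °C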
FadD28 FP inh: blocks FadD28 binding to the bisubstrate probe | fluorescence polarization | inhibition, % at 12.5 µM | actives 0.22% (n = 360,000); in the data active means inhibition above about 8.5%, passing the limit was not always enough; inconclusive means no clear call, values can overlap the other calls
Yp Topo-I inh: inhibitors of Yersinia pestis topoisomerase I; Y. pestis Topo-I cleavage product accumulation, plate reader; activity, % at 10 µM; actives 0.064% (n = 360,000); in the data active means activity above about 50%, passing the limit was not always enough; inconclusive means no clear call, values can overlap the other calls; further: inactives centre near 2
BioA inh: blocks M. tuberculosis BioA enzyme activity. purified M. tuberculosis BioA enzyme, plate reader. actives 0.096% (n = 360,000). inhibition, % at 9.99 µM. AID 602481; in the data active means inhibition above about 40%; inconclusive means no clear call, values can overlap the other calls
Mtb FBA inh: inhibits M. tuberculosis FBA enzyme; P9WQA3; purified M. tuberculosis FBA, fluorescence read-out; inhibition, % at 1 µM; actives 2.3% (n = 360,000); AID 588726; in the data active means inhibition above about 27%;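 further: 0% = vehicle and 100% = reference inhibitor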
Mtb UGM inh: blocks M. tuberculosis UGM enzyme; P9WIQ1; purified UGM, fluorescence polarization probe displacement; inhibition, % at 10 µM; actives 0.06% (n = 320,000); AID 504406; in the data active means inhibition above about 10%, passing the limit was not always enough; inconclusive means no clear call, values can overlap the other calls
GDH-TPI counter: counter-screen for M. tuberculosis FBA inhibitors: GDH-TPI coupled enzymes | GDH-TPI coupled enzyme counterscreen, NADH absorbance | inhibition, % at 4.8 µM | actives 1.2% (n = 360,000) | AID 588335; in the data active means inhibition above about 30%;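 further: 0% = DMSO wells and 100% = wells lacking the enzyme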
* = called active by the depositor; i = inactive; ? = inconclusive; / = no result given. An unsorted share of the library; 4.6% or so of the library scored in one or more.

Fields – BH1578 lux ind | TcdB GH inh | PfHsp40 rescue | FadD28 FP inh | Yp Topo-I inh | BioA inh | Mtb FBA inh | Mtb UGM inh | GDH-TPI counter
COCCNC(=O)C1(C)CCN(C(=O)c2cccnc2Oc2ccccc2)C1 (stereo unspecified)
  -1.1 | 0.7 | / | -3.0 | 3 | 0.8 | 0 | / | 1
COc1ccc2c(c1)OC[C@H]1[C@@H]2N2C(=O)CNC(=O)[C@@]2(C)[C@H]1c1ccccc1
  0.8 | 0.4 | 0.4 | -0.9 | 4 | -1.9 | -1 | -0.2 | 9
CC1CCN(CC(O)COc2ccc(OCC(O)CN3CCC(C)CC3)cc2)CC1 (stereo unspecified)
  i | -0.7 | -0.7 | -3.1 | -4 | -1.7 | 0 | -0.1 | 5
COc1ccc([C@@H]2[C@@H]3C(=O)N(C(C)(C)C)C(=O)[C@@H]3[C@]3(CC(C)C)C(=O)N(c4ccccc4)C(=O)N23)cc1
  0.6 | 2.2 | 0.5 | 0.9 | 12 | 0.3 | 1 | -0.5 | 2
CCS(=O)(=O)Nc1ccc(-c2ccc(NS(=O)(=O)CC)c(OC)c2)cc1OC
  -4.0 | / | -0.4 | -1.6 | -16 | -0.6 | 15 | -1.1 | 14
CC(C)(C)OC(=O)NNC(=O)c1ccc(Cl)cc1
  -5.3 | / | 0.5 | -1.6 | 5 | / | 0 | -0.1 | 5
C=CCN1C(=O)C(CC(=O)Nc2ccccc2)SC1=Nc1c(C)n(C)n(-c2ccccc2)c1=O (stereo unspecified)
  i | / | 0.7 | -2.2 | 7 | 0.6 | -5 | -0.2 | 8
O=C(/C=C/c1ccc2c(c1)OCO2)NCc1cn2cc(Cl)ccc2n1
  -0.2 | 1.1 | -0.5 | 0.4 | 13 | / | 16 | 0.9 | 29
COc1ccc(CN(C)Cc2nc3scc(-c4ccccc4)c3c(=O)[nH]2)cc1OC
  -0.3 | 1.6 | 2.9 | -0.6 | 21 | / | 1 | -0.5 | -5
O=C(Nc1cc(Cl)ccc1N1CCOCC1)c1cccnc1Cl
  -0.4 | 1.3 | 4.1 | -5.6 | -6 | 0.9 | -1 | -1.0 | -5
COC(=O)c1ccc(OCC2c3cc(OC)c(OC)cc3CCN2C(=O)C2CC2)cc1 (stereo unspecified)
  -2.9 | / | -0.9 | -0.8 | 13 | 10 | 4 | 0.4 | 7
COc1cc(CN2CCCC(C(=O)Nc3cccc(-n4cccn4)c3)C2)ccc1F (stereo unspecified)
  i | 0.5 | 0.7 | -4.7 | 0 | 0.4 | 0 | 0.8 | 1
COc1ccc(-n2c(SCC(N)=O)nc3sc4c(c3c2=O)CCC4)cc1
  i | 0.0 | 1.3 | -1.0 | -7 | 5.3 | -1 | -0.4 | 13
O=C1CSC2=NCN(c3ccccc3)CN12
  3.1 | / | -0.1 | -3.0 | -7 | 0.2 | 4 | 1.2 | 13
CC(=O)N(CCCN(C)C)c1nc2ccc(C)cc2s1
  0.8 | 0.6 | 1.5 | -2.1 | -11 | / | 8 | 1.6 | 6
CN(C1CCCCC1)S(=O)(=O)c1ccc(NC(=O)c2ccc(Br)o2)cc1
  i | / | ? | -4.4 | 10 | -0.9 | -2 | -2.9 | 6
Cc1ccc(C2CC(c3cccs3)n3nc(N)nc3N2)cc1 (stereo unspecified)
  i | / | 0.3 | -4.4 | 7 | -4.2 | 60* | 2.0 | 18
O=C(CCN1CCN(c2ccc(Cl)cc2)CC1)Nc1nccs1
  -3.2 | / | 1.1 | 0.4 | -4 | / | -9 | 2.6 | 5
NS(=O)(=O)c1ccc(CCNC(=O)CCCCCn2c(=S)[nH]c3ccc(Br)cc3c2=O)cc1
  -0.2 | 0.8 | 1.0 | -1.4 | 18 | / | -2 | -0.7 | 8
O=C(CC1S/C(=N/N=C/c2c[nH]c3ccc(OCc4ccccc4)cc23)NC1=O)Nc1ccccc1 (stereo unspecified)
  0.0 | / | 1.4 | -2.0 | -7 | / | -3 | -1.2 | 28
CCN(CC)CCCNc1oc(-c2ccccc2[N+](=O)[O-])nc1C#N
  -0.3 | 4.5 | -1.2 | -2.9 | -1 | / | 1 | 2.3 | 8
O=C(CSc1nc2ccccc2s1)NCCOc1ccc(Cl)cc1
  i | / | 5.0 | -3.4 | -9 | -3.6 | 3 | 1.2 | 6
CCc1nc2ccc(C(=O)NCCOc3ccc(OC)cc3)cn2c1N(C)C(=O)COc1ccccc1
  i | 0.9 | / | -4.0 | 14 | -0.2 | -2 | / | 4
CC(C)(O)C#Cc1ccc(C(=O)N2CCN(c3ccccc3)CC2)cc1
  i | 0.3 | -0.8 | -2.5 | 6 | / | -5 | -0.8 | 10
O=C(O)CCC(=O)N1CCN(c2ncccc2C(F)(F)F)CC1
  -0.6 | 1.5 | 0.0 | -2.7 | 1 | -0.3 | -3 | -0.1 | 2
CC(C)Cc1ccc(CN2CCCC(NC(=O)CCCN3CCCC3=O)C2)cc1 (stereo unspecified)
  0.5 | 0.4 | 1.4 | -3.4 | 16 | -0.6 | 0 | 2.3 | 6
COc1ccc(NC(=O)c2cc([N+](=O)[O-])ccc2N2CCCC2)cc1
  -0.2 | 1.9 | -0.1 | -3.4 | -15 | / | -12 | 2.5 | 5
CCc1ccc(C2c3[nH]c4ccccc4c3CCN2C(=O)CNC(N)=O)cc1 (stereo unspecified)
  -1.0 | 0.1 | -1.1 | -0.7 | 5 | / | -2 | 1.3 | 3
COc1ccccc1N1CCN(C(=O)c2cccc(S(=O)(=O)N3c4ccccc4CC3C)c2)CC1 (stereo unspecified)
  -1.4 | 2.3 | -1.4 | -1.4 | -1 | -0.4 | 6 | / | 4
Cc1ccc(C(=O)Nc2cccc(C(=O)N/N=C/c3ccccc3F)c2)cc1
  i | -0.6 | -1.4 | -7.1 | -8 | 2.3 | 0 | 6.9 | -1
COc1ccc(-c2nnn(Cc3nn[nH]n3)n2)cc1OC
  -0.3 | / | 0.5 | -1.7 | -4 | -1.7 | 1 | -2.4 | 0
CC1CCN(C(=O)CN2C(=O)NC(c3ccccc3)(c3ccccc3)C2=O)CC1
  -7.1 | -4.6 | 0.7 | -1.7 | 5 | -0.3 | 1 | / | -6
Cc1ccc(N2C(=O)C(Cl)=C(NCc3ccccc3)C2=O)c(C)c1
  i | / | 14 | -6.1 | 9 | 1.0 | -2 | -0.1 | -4
CCNC(=S)Nc1ccc2cn[nH]c2c1
  i | / | -1.1 | 0.1 | 7 | / | 1 | 0.1 | 9
O=C(CNC(=O)c1ccccc1)OCc1cccc(Br)c1
  -0.3 | 1.0 | 1.6 | 0.3 | 13 | / | -3 | -3.7 | 1
COc1cccc(OCC(=O)Nc2cc(Cl)ccc2Oc2ccccc2)c1
  -0.1 | -0.5 | 0.2 | -0.8 | 15 | / | 0 | -2.0 | 7
CCOC(=O)C1CCCN(C(=O)c2c(-c3ccccc3)noc2C)CC1 (stereo unspecified)
  -0.2 | 0.2 | / | -2.0 | 0 | 1.3 | 2 | / | 8
COc1ccc(NC(=O)C2Cc3c(-c4cccc(C(N)=O)c4)ccnc3O2)cc1OC (stereo unspecified)
  i | 1.6 | / | -0.9 | 9 | 8.5 | 0 | / | 3
CN(C)S(=O)(=O)c1cccc(NC(=O)c2cccc(S(=O)(=O)N3CCc4ccccc43)c2)c1
  0.3 | -1.1 | 0.7 | -2.4 | 0 | -2.5 | 0 | / | -3
O=C(Nc1nc(-c2ccccn2)cs1)c1cc2ccccc2o1
  -0.2 | 1.1 | 14 | -10 | -11 | 0.2 | 12 | 1.7 | 11
COc1ccc(C(=O)NC(=S)NNC(=O)c2ccc(O)cc2)cc1[N+](=O)[O-]
  -0.1 | 2.7 | 52* | 1.0 | 1 | -1.4 | 6 | -0.6 | 18
O=C(NCCCC1CCCC1)C1CCC(=O)N(Cc2cccc(F)c2)C1 (stereo unspecified)
  -0.5 | -6.5 | -0.3 | -2.2 | 31 | 0.6 | -3 | -1.9 | -2
CCCOc1cccc(C(=O)Nc2ccccc2C(=O)N2CCN(C)CC2)c1
  / | 1.6 | -0.2 | -0.4 | -7 | -2.0 | 1 | 0.6 | -2
O=C1C(=O)N(CCN2CCCCC2)c2ccccc21
  / | -0.5 | -0.2 | 1.6 | 6 | -0.2 | -2 | 1.5 | 9
Cc1ccc(CN2CCN(CC(=O)NCc3ccccc3)CC2)cc1
  -0.6 | -0.4 | 1.2 | -1.7 | 10 | -1.3 | -2 | 0.3 | 20
CCn1c(SCC(O)c2ccccc2)nnc1-c1ccccc1 (stereo unspecified)
  -0.3 | / | 0.9 | -1.2 | -3 | / | -1 | -2.5 | 13
COc1ccc2[nH]c3c(c2c1)CCN1C(=O)C(CC(=O)NCCC2=CCCCC2)C[C@H](C(=O)N(C(C)C)C(C)C)[C@@]31C (stereo partly specified)
  -0.2 | 0.7 | 3.8 | -2.8 | 24 | 0.1 | -1 | / | 3
CC(=O)Nc1ccc(S(=O)(=O)N2CCN=C2SCc2ccc(C)cc2)cc1
  i | -1.2 | 4.4 | -6.3 | -2 | 15 | -1 | -2.7 | 1
CCC(NC(=O)Cc1c(C)c2c(cc(C)c3c(C)c(C)oc32)oc1=O)C(=O)O (stereo unspecified)
  -0.5 | 1.3 | 0.8 | -1.8 | 12 | / | 37* | -1.4 | 30
FC(F)(F)c1cnc(-c2cnc(-c3ccccn3)nc2)c(Cl)c1
  i | -0.5 | -1.7 | -4.8 | 1 | 1.4 | 2 | 0.3 | -11
COc1ccc(Cl)cc1C(=O)NCC(=O)OCc1ccccc1
  i | 0.9 | 1.2 | -3.9 | 11 | -0.3 | -1 | 1.6 | 1
CCCCOc1ccc(C(=O)NCc2ccncc2)cc1
  -2.7 | / | -2.2 | -4.3 | 10 | / | -2 | -4.5 | -5
COc1ccc(S(=O)(=O)Nc2c(C)nc3nc[nH]n3c2=O)cc1
  i | 0.6 | -0.4 | -2.9 | 5 | -0.7 | 3 | 2.3 | -4
Cc1ccc(S(=O)(=O)CC(C)N2CCOCC2)c(S(=O)(=O)CC(C)N2CCOCC2)c1 (stereo unspecified)
  -1.4 | / | 1.0 | -2.4 | -8 | -0.3 | 0 | 1.6 | 1
CC(CN1CCCCC1)OC(=O)c1cc2ccccc2o1 (stereo unspecified)
  i | / | 0.1 | 0.1 | 3 | -0.4 | 1 | 3.2 | 7
NS(=O)(=O)c1ccc(NC(=O)c2ccc(Cl)c(S(=O)(=O)NCc3ccco3)c2)cc1
  0.8 | 0.4 | -0.3 | -2.9 | -5 | 6.8 | 1 | -0.6 | 3
CCN(CC)c1nc(N)c2c(N)nc(OC)cc2c1C#N
  i | 0.6 | 2.6 | 0.0 | -2 | 0.8 | 4 | 1.7 | 20
COc1ccc(CNC(=O)COC(=O)c2ccc(Br)c(S(=O)(=O)N3CCOCC3)c2)cc1
  0.6 | 1.0 | -1.2 | ? | 23 | -1.3 | -2 | -3.5 | -4

As a working copy, some entries already given:
Fields – BH1578 lux ind | TcdB GH inh | PfHsp40 rescue | FadD28 FP inh | Yp Topo-I inh | BioA inh | Mtb FBA inh | Mtb UGM inh | GDH-TPI counter
COc1ccc(C(=O)NC(=S)NNC(=O)c2ccc(O)cc2)cc1[N+](=O)[O-]
  -0.1 | 2.7 | 52* | 1.0 | 1 | -1.4 | 6 | -0.6 | 18
O=C(NCCCC1CCCC1)C1CCC(=O)N(Cc2cccc(F)c2)C1 (stereo unspecified)
  -0.5 | -6.5 | -0.3 | -2.2 | 31 | 0.6 | -3 | -1.9 | -2
CCCOc1cccc(C(=O)Nc2ccccc2C(=O)N2CCN(C)CC2)c1
  / | 1.6 | -0.2 | -0.4 | -7 | -2.0 | 1 | 0.6 | -2
O=C1C(=O)N(CCN2CCCCC2)c2ccccc21
  / | -0.5 | -0.2 | 1.6 | 6 | -0.2 | -2 | 1.5 | 9

Screening results from PubChem BioAssay.
